LDHA inh: LDHA (human) enzyme inhibition; P00338; purified LDHA, NADH/diaphorase-resazurin fluorescence; hits give low values; activity change, % (values are at about 110 or 230 µM); hit rate 0.15% among 480,000; AID 1347041; in the data active = activity change below about -30%; inconclusive = mostly about -25% to -30%;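 note: plate controls were DMSO wells for no effect and wells without enzyme for full effect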
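Human LDH5 (2 nM) was incubated with 0.06 mM NADH and 0.2 mM pyruvate for 5 min at room temperature in Tris pH 7.4. Remaining NADH was coupled through diaphorase/resazurin, and resorufin fluorescence was read at 0 and 20 min.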
ALOX12 inh: ALOX12 (human) lipoxygenase inhibition; P18054; purified 12hLO, xylenol orange hydroperoxide absorbance; Potency, µM (titrated, usually from 108 µM), without a hit: at the top dose activity change, negative = inhibition, most hits filed as inhibitors; hit rate 1.1% among 580,000; active = well fitted inhibition curve with a large enough effect; inconclusive = small, poorly fitted or top-dose-only effect, or another doubt; inactive = no such curve, though single readings can be large or run the other way; note: potency is the fitted concentration of half-maximal effect
Target sequence (P18054 whole entry, looked up): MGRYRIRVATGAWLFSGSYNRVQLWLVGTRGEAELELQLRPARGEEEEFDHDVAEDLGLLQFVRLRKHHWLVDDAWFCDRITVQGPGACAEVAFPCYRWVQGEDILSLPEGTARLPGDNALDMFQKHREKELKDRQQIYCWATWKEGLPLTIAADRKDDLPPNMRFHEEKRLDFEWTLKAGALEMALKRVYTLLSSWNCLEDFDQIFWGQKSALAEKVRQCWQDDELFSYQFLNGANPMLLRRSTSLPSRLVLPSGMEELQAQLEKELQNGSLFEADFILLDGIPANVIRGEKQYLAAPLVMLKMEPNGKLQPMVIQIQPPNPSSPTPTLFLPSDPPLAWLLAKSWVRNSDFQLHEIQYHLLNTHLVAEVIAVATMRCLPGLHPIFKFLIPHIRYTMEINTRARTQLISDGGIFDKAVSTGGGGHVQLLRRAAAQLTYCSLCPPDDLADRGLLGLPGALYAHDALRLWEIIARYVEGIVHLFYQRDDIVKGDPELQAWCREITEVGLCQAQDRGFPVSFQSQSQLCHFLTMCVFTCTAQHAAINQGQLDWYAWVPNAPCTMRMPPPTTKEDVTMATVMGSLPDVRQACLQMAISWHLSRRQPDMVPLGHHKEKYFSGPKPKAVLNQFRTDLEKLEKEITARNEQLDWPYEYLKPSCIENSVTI
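Purified human 12hLO at 150 nM in 25 mM Hepes, 0.01% Triton X-100, pH 7.0, preincubated 15 min at room temperature with compound. Reaction started with 40 uM arachidonic acid, 30 min at room temperature. Hydroperoxide measured by Fe-xylenol orange, 573/405 nm absorbance ratio.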
The depositor's hits bear a star; ? = inconclusive; [ ] = another dose, or the depositor's remark. Unless noted, % is set by controls: 0 for no effect and ±100 for the full control effect.

SMILES | LDHA inh | ALOX12 inh
CCCc1ccc(OCc2ccc(C(=O)O)cc2)cc1 | 1.8 | 18.7%
CC(NC(=O)Cc1ccccc1)C12CC3CC(CC(C3)C1)C2 (stereo unspecified) | -1.2 | -30.0%
CC(Sc1ncnc2nc[nH]c12)C(=O)Nc1ccc(OC(F)(F)F)cc1 (stereo unspecified) | -0.5 | 5.3%
O=C(/C=C/c1ccc(Cl)cc1Cl)N[C@@H]1C[C@H]2CC[C@@H]1C2 | 9.1 | -12.4%
CCOC(=O)c1sc(CC(=O)Nc2ccc(C)cc2C)nc1C | 1.4 | ?
CCCn1c(Sc2ccc(C)cc2)nc2c1c(=O)[nH]c(=O)n2C | 2.1 | 22.1%
CCN1CCN(c2ccc(S(=O)(=O)N(CC)CC)cc2NC(=O)CCC2CCCC2)CC1 | 1.8 | 0.7%
COc1ccc(NC(=O)CN(C)c2nc(CN3CCOCC3)nc3sc(C)c(C)c23)cc1 | 23.0 | -10.3%
COc1cc(CN2C[C@@H](CO)O[C@@H](n3cnc4c(NC5CCCC5)ncnc43)C2)cc(OC)c1OC | -8.6 | -27.2%
COc1ccccc1-c1ncn(Cc2cccc(-c3ccccc3)c2)c1CC(C)C | 6.7 | ?
CCOc1ccc(C(C)=O)cc1CN(C)Cc1ccc(C)cc1 | 3.7 | -13.2%
Cc1cc(C)c(OCC(=O)Nc2nonc2-c2ccc(Cl)cc2)c(C)c1 | 6.6 | -5.6%
Cc1occc1-c1nnc(SC(C)C(=O)NCc2ccccc2)o1 (stereo unspecified) | -2.3 | 4.7%
COCCNC(=O)COC(=O)c1cc(-c2ccc(F)cc2)nc2ccccc12 | 0.3 | 16.5%
COc1ccc(C)cc1COc1ccc(C#N)cc1OC | 8.7 | -29.0%

Filtered by structure: the compounds so far containing an aryl methoxy group (four)
SMILES | LDHA inh | ALOX12 inh
COc1ccc(NC(=O)CN(C)c2nc(CN3CCOCC3)nc3sc(C)c(C)c23)cc1 | 23.0 | -10.3%
COc1cc(CN2C[C@@H](CO)O[C@@H](n3cnc4c(NC5CCCC5)ncnc43)C2)cc(OC)c1OC | -8.6 | -27.2%
COc1ccccc1-c1ncn(Cc2cccc(-c3ccccc3)c2)c1CC(C)C | 6.7 | ?
COc1ccc(C)cc1COc1ccc(C#N)cc1OC | 8.7 | -29.0%

Further structures:
SMILES | LDHA inh | ALOX12 inh
O=C(NCC1CC1)c1csc(COCCO)n1 | 3.3 | ?
COc1cccc(CNC(=O)Cn2c(=O)c3c(ncn3C)n(C)c2=O)c1 | -0.3 | 76.5%[activator]
CCc1ccc(NC(=O)C(C#N)Cc2ccccc2OC)cc1 (stereo unspecified) | 0.6 | -28.0%
COc1ccc(-c2nc(CS(=O)CC(=O)NCC(OC)OC)c(C)o2)cc1OC (stereo unspecified) | 6.6 | -9.8%
O=C(NC1CCCCC1)c1cc(Sc2ccc(Cl)cc2)nc2ccccc12 | 1.3 | -4.4%
Cc1cccc(OCC(=O)Nc2cc(-c3nn(C)c(=O)c4ccccc34)ccc2N2CCCCC2)c1 | -1.5 | ?
CCOc1cc(OCC)cc(C(=O)N2CCC[C@H]2C(=O)N2CCC[C@H]2C(=O)NCc2ccccn2)c1 | -5.5 | -65.6%
O=C(NCc1ccccc1)C1Cc2c(-c3ccc(Cl)cc3)ccnc2O1 (stereo unspecified) | -2.2 | ?
Cc1ccc(CNC(=O)C2(C)CCN2C(=O)Cc2ccc(-c3ccccc3)cc2)cc1 (stereo unspecified) | -0.4 | ?
O=C(c1cc2ccccc2o1)c1cc(F)ccc1F | 1.9 | -0.3%
Cc1cc(C)cc(-c2nnc(SCC(=O)N3CCC3)o2)c1 | -7.4 | -7.7%
COc1ccccc1NC(=O)CSc1nc2ccccc2o1 | 9.3 | -24.5%
NC(=O)c1nn(CC(=O)NC2CCCCCC2)c(=O)c2ccccc12 | -3.3 | 26.9%
N#Cc1ccccc1COC(=O)c1ccc(Br)cc1 | 3.2 | -29.1%
CCOc1ccc(NC(=O)c2ccc3c(c2)NC(=O)CS3)cc1 | 2.8 | 0.8%
CCCNC(=O)Nc1ccc2c(c1)OC[C@H](C)N(C(=O)C1CCCCC1)C[C@@H](C)[C@H](OC)CN(C)C2=O | 2.9 | -58.9%
COc1ccc(Cl)cc1-c1cc(C(=O)NCc2ccco2)[nH]n1 | -6.0 | ?
CC(C)C[C@@H](CN1CCC[C@H]1CN1C(=O)C(=O)NC[C@@H]1Cc1ccccc1)N1C[C@H](Cc2ccccc2)N(CC2CCCCC2)C(=O)C1=O | -5.8 | ?
CC(Cc1ccco1)NS(=O)(=O)N1CCCCC1 (stereo unspecified) | 5.3 | 0.3%
CCOCCCNC(=O)c1cc2cc(C)ccc2nc1C | -2.7 | 9.9%
COc1ccc2nc(C)c(C(=O)NCc3cccnc3-n3cccn3)cc2c1 | 11.6 | -22.0%
CCCn1nnnc1CN1CCC(C(=O)c2ccc3c(c2)OCCO3)CC1 | 5.7 | 0.0%
O=C(Oc1ccc(Cl)c(OC(=O)c2ccc(F)cc2)c1)c1ccc(F)cc1 | 9.6 | 4.1%
O=C(Nc1ccc2c(c1)CCC2)c1ccc(Cl)cc1N1CCCC1=O | 0.3 | 13.0%
O=C(NC(NCc1cccnc1)(C(F)(F)F)C(F)(F)F)c1cccnc1 | -4.8 | 11.8%
S=C(NN=C1CCCCCCCCCCC1)NC1CCCCC1 | -0.4 | ?
O=C(CCc1c[nH]c2ccccc12)NCc1ccc(Cl)cc1Cl | 1.7 | ?
COC(C(=O)N/N=C(\C)CC(C)(C)c1ccccc1)c1ccccc1 (stereo unspecified) | 3.5 | 6.1%
Oc1ccc(Cl)c(CN2CCN(c3ncc(Cc4ccccc4)cn3)CC2)c1 | 6.7 | -19.2%
O=C(O)CCC(=O)N1N=C(c2ccsc2)CC1c1ccccc1Cl (stereo unspecified) | -1.2 | 21.3%
N#C/C(=C/c1ccc(SC(F)(F)F)cc1)C(=O)NC1CC1 | 2.2 | 2.8%
Fc1cccc(F)c1CNCCN1CCCC1 | -7.7 | ?
C=CCNC(=O)c1cc(-c2ccccn2)nc2ccccc12 | 4.1 | -15.3%
O=C(COC(=O)c1cc2ccccc2oc1=O)c1ccc(I)cc1 | 8.4 | -7.9%
CCOc1cc(OCC)cc(C(=O)N2CCC[C@H]2C(=O)N2CCC[C@H]2C(=O)NCc2ccncc2)c1 | 0.8 | -4.3%
Cc1cc(=O)oc2cc(OCC(=O)Nc3ccc(S(=O)(=O)N4CCOCC4)cc3)ccc12 | 19.5 | 3.0%
Cc1cc(Cl)ccc1OCC(=O)Nc1ccc2oc(-c3ccncc3)nc2c1 | 1.6 | -6.6%
O=C(OCc1nc2ccccc2o1)c1ccc(F)cc1F | 3.3 | -16.4%
CCOC(=O)C[C@@H]1OC[C@H](C)N1S(=O)(=O)c1ccc(C)cc1 | -0.5 | 0.5%
CCOC(=O)C1CCN(CCC(=O)Nc2c(C(=O)OC)[nH]c3ccc(F)cc23)CC1 | -4.0 | ?
CN(C)CCCNC(=O)Cn1ccc2ccc(Br)cc21 | -5.5 | 16.2%
O=C(CCSc1nc2cc(Cl)ccc2s1)NC1CCCCC1 | 7.6 | 1.1%
Cc1nc2cc(-c3ccccc3)nn2c(C)c1CCC(=O)NCc1ccc2c(c1)OCO2 | -2.2 | -50.4%
Cc1oc(-c2ccccc2)nc1CNC(=O)Nc1ccc(F)cc1 | -9.1 | ?
COc1cccc(C(c2nnnn2C(C)(C)C)N2CCN(C/C=C/c3ccccc3)CC2)c1OC (stereo unspecified) | -4.5 | -7.5%
Cc1ccc(C2=NC(C(F)(F)F)(C(F)(F)F)c3c(n(-c4ccccc4)c(=O)[nH]c3=O)N2)cc1 | 4.0 | 35.4%[activator]
CS(=O)(=O)NCCc1ccc(C(=O)COc2ccccc2Br)s1 | 6.8 | 13.9%
COC(=O)c1ccc(Oc2coc3cc(OC(=O)c4ccccc4Br)ccc3c2=O)cc1 | -9.2 | ?
C[C@@H]1CCC2[C@](C)(COC=O)[C@@H](OC=O)CC[C@]2(C)[C@@]12CCC1(COC(=O)C1)O2 (stereo partly specified) | -7.8 | 3.9%
Cc1ccc2cc(NC(=O)C3(C)CCN3C(C)C)ccc2n1 (stereo unspecified) | -1.3 | 10.6%
COCCN(C(=O)CCc1ccsc1)C1CC1 | 3.9 | 1.7%
COc1cccc(C(C)(O)c2nc(-c3cccc(NC(C)=O)c3)cs2)c1 (stereo unspecified) | -0.9 | 15.3%
CN(Cc1ccccc1)C(=O)c1cc(-c2ccccc2)nc2ccccc12 | 9.3 | 13.9%
Cc1ccc(S(=O)(=O)NCCc2cccc3cccnc23)cc1C | 0.1 | ?
N#Cc1cn(C2CC2)c(=O)n(Cc2coc(-c3ccc(Cl)cc3)n2)c1=O | -6.8 | ?
CCOC(=O)[C@]12CCCC=C1N(Cc1ccc(Cl)cc1Cl)C(=O)[C@H](CC(=O)NCCCCc1ccccc1)C2 | 3.5 | -1.7%
Cc1ccc(Nc2nc3ccccc3nc2NS(=O)(=O)c2cccs2)cc1Cl | -6.1 | -2.2%
COc1ccc(NC(=O)c2ccc(N3CCCN(Cc4ccccc4C)C3=O)cc2)cc1 | 0.7 | ?
COc1ccc(-c2csc(NCCc3ccc(OC)c(OC)c3)n2)cc1 | -5.3 | 1.2%
COc1ccc2c(C)c(CC(=O)NCc3ccc(Cl)cc3)c(=O)oc2c1 | 0.6 | -19.6%
(cont.)
SMILES | LDHA inh | ALOX12 inh
CCCCn1nnnc1C(c1ccccc1)N1CCN(c2cccc(C)c2C)CC1 (stereo unspecified) | 0.9 | 14.2%
Cc1ccc(NC(=O)COC(=O)CCNS(=O)(=O)c2ccccc2)c(Cl)c1 | -7.0 | 2.2%
CS(=O)(=O)N(Cc1csc(-c2cccs2)n1)C1CCN(C(=O)c2c(F)cccc2F)CC1 | 8.9 | 1.1%
CCOC(=O)c1cccc(Nc2nc3ccccc3nc2NS(=O)(=O)c2cc(C)ccc2C)c1 | 5.5 | -26.3%
COC(=O)c1c(NC(=O)NCc2cccnc2)sc2c1CC(C)(C)OC2 | 1.7 | 0.3%
Cn1c2cc(S(C)=O)sc2c2cnn(Cc3cccc(N)c3)c(=O)c21 (stereo unspecified) | 2.6 | -6.2%[57.4 µM]
O=C(OCCOc1ccc(F)cc1)c1n[nH]c(=O)c2ccccc12 | -0.2 | 33.5%[activator]
COC(=O)c1ccccc1NC(=O)C1CCN(S(=O)(=O)Cc2ccccc2Cl)CC1 | 5.5 | -9.9%
COc1ccc(-c2csc(-c3nc(-c4cc(C)ccc4C)cs3)n2)cc1 | 0.8 | -50.4%
Fc1ccc(CNC(=S)Nc2ccc(Br)cc2)cc1 | 7.8 | ?
COc1cccc2c(Nc3ccc(O)cc3)cc(C)nc12 | 17.4 | 2.2%
COc1ccc(C(O)c2nc(-c3ccccc3C)cs2)cc1 (stereo unspecified) | -2.1 | -4.1%
COc1ccc(C=O)c(-c2c(-c3ccccc3OC)sc3ccccc23)c1 | -1.3 | 70.4%[activator]
CC(C)(C)NC(=O)C(c1ccc(-c2ccccc2)cc1)n1c(=O)c(-c2cc3ccccc3[nH]2)nc2ccccc21 (stereo unspecified) | -5.2 | -57.4%
O=S(=O)(C/C=C/c1ccccc1)Cc1coc(-c2ccc(F)cc2)n1 | -0.6 | -38.6%
Cc1ccc(CNC(=O)c2nn(-c3ccc(F)cc3)c3c2CCC3)cc1 | 15.4 | -20.9%
N#CC1=C(N)N(c2ccccc2C(F)(F)F)C2=C(C(=O)CCC2)C1c1ccsc1 (stereo unspecified) | 7.3 | ?
Cc1ccc(OCCN2CCC(CO)CC2)cc1 | -8.5 | -20.8%
CSc1nc2ccccc2c(=O)n1CC(=O)c1ccccc1C | 2.2 | 2.8%
C=CCOc1ccc(CNCc2ccccc2)cc1 | 2.0 | 4.8%
c1ccc(COc2cccc3[nH]ccc23)cc1 | 3.2 | ?
CNc1nc(-c2cccc(C(=O)N(C)C)c2)cn2ccnc12 | 3.5 | ?
CCCNC(=O)NC(=O)COC(=O)c1csc(NCCC(C)C)n1 | 3.7 | -25.1%
CCN(CCO)C(=O)Cc1nc(-c2ccccc2)oc1C | -11.1 | -6.3%
CCCCCC#Cc1ccc(-c2ccc(CCCCC)cn2)cc1 | -5.9 | 38.1%
O=C1CCC(C(=O)OC2CCOC2=O)=NN1 (stereo unspecified) | 3.1 | ?
Cc1ccc(NC(=O)Cn2cc(/C=C3\NC(=O)NC3=O)c3ccccc32)cc1 | 3.8 | ?
O=C(Nc1ccc(Br)cc1F)N1Cc2cccn2-c2ccccc21 | -0.9 | ?
COc1ccc(-c2nn(C)c(=O)c3ccccc23)cc1NC(=O)c1ccc(C)cc1 | 6.7 | 18.5%
c1n[nH]cc1C12CC3CC(CC(C3)C1)C2 | 9.0 | 36.8%[activator]
Cc1ccc(C2CCCN2S(=O)(=O)c2ccc(C)cc2)cc1 (stereo unspecified) | 2.2 | 12.7%

Looked up by structure from the list above:
SMILES | LDHA inh | ALOX12 inh
c1ccc(COc2cccc3[nH]ccc23)cc1 | 3.2 | ?
O=C1CCC(C(=O)OC2CCOC2=O)=NN1 (stereo unspecified) | 3.1 | ?
COc1ccc(-c2nn(C)c(=O)c3ccccc23)cc1NC(=O)c1ccc(C)cc1 | 6.7 | 18.5%
CCCCCC#Cc1ccc(-c2ccc(CCCCC)cn2)cc1 | -5.9 | 38.1%
C=CCOc1ccc(CNCc2ccccc2)cc1 | 2.0 | 4.8%

Screening data: PubChem, National Center for Advancing Translational Sciences (NCATS)

These rows are one share of the data; the hit share may differ from the screen's.
